# MITF TRPM1 HTS = increases MITF-driven TRPM1 promoter luciferase signal | SK-MEL-5 TRPM1-promoter luciferase, 24 h; % of positive control, neutral wells = 0 | 300,000 tested, 0.75% active | activation, % at 12.5 µM;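 active = mean activation of at least 80% with every replicate also reaching 80%; inconclusive = mean reaches 80% but some replicate falls short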;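 note: 0% = neutral control wells and 100% = parthenolide positive control wells; values of inactives mirror those of a sister screen read the other way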
# Rtt109 HAT inh = inhibitors of Candida albicans Rtt109/Vps75 histone acetyltransferase. purified Rtt109/Vps75, ThioGlo CoA-SH fluorescence, 4 h. AID 540336. 330,000 tested, 0.16% active. Q5AAJ8. inhibition, % at 34.9 µM;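 active = inhibition of at least 50% in every replicate; inconclusive = best replicate reaches 50% inhibition but some replicates fall short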
# Target sequence (Q5AAJ8 whole entry, looked up): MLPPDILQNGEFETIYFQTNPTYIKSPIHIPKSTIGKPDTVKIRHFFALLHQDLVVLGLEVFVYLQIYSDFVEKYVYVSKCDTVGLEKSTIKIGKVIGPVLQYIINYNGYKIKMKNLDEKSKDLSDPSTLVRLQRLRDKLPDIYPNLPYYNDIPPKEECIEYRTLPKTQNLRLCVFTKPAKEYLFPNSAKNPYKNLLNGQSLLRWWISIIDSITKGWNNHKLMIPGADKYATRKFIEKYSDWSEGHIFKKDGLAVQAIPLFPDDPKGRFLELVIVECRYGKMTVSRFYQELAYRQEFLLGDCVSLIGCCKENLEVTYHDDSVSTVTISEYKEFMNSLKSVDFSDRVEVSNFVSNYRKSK
# CAL PDZ FP-1 = inhibitors of human CAL PDZ peptide binding. inhibition, % at 20 µM. Q9HD26. AID 504414. 330,000 tested, 0.02% active. purified CAL PDZ, TMR-peptide fluorescence polarization, 1 h;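 active = highest replicate inhibition of at least 40%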;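 note: plate controls were DMSO neutral control wells for no effect and unlabeled competitor peptide control wells for full effect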
#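 Test system: purified CerCALP PDZ construct; Compound dosing: one concentration, 20 µM compound; Also added: TMR-labelled reporter peptide T*-PRC34 bound in PDZ groove; Read-out: inhibition from polarization loss; Controls: unlabelled peptide and DMSO controls; Signal: FP readout, S and P plane fluorescence; Incubation: 1 h at RT.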
# Wnt act = Wnt/beta-catenin pathway activation | Wnt/beta-catenin reporter cell assay, activator, plate reader | activation, % at 9.35 µM | 300,000 tested, 1.2% active; in the data active = activation above about 30%, passing the limit was not always enough; inconclusive = no clear call, values can overlap the other calls;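 note: 0% = neutral control wells and 100% = positive control wells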
# RTF Ca sens act = increases calcium sensitivity of human cardiac regulated thin filaments. P19429+P45379. IANBD-labeled TnC RTF fluorescence at EC20 calcium; 0% EC20 calcium, 100% full calcium. activation, % at 7.2 µM. 340,000 tested, 0.24% active. AID 493008;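 active = activation above the mean over all tested compounds plus 3 SD, cut at about 30% in these data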;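 note: rise in fluorescence read as greater calcium sensitivity of cardiac thin filaments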
# dFosB activator = mouse delta FosB homodimer activation; P13346; purified delta FosB, TAMRA-CDK5 oligo fluorescence polarization; percent of positive-control signal above neutral wells; activation, % at 25 µM; 340,000 tested, 0.99% active; AID 493131;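 active = mean activation above about 17%, with every replicate also reaching it, limit read from the data, passing the limit was not always enough; inconclusive = only one of the two conditions met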;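 note: fluorescence polarization rise as delta FosB binds a TAMRA Cdk5 AP-1 oligo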
# Target sequence (P13346 whole entry, looked up): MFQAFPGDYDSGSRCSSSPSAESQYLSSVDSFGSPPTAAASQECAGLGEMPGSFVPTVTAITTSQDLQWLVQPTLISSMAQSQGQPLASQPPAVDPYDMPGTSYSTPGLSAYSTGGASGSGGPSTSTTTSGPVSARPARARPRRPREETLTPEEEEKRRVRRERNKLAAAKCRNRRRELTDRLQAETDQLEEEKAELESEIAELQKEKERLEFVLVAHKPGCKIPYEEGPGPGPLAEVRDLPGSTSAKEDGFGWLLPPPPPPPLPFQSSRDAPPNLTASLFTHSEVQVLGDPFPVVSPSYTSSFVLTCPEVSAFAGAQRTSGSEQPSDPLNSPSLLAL
# Tat transport = inhibitors of E. coli Tat protein transport. E. coli MC4100 TorA-mCherry Tat export, fluorescence. inhibition, % at 10 µM. 340,000 tested, 0.036% active;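 active = mean replicate inhibition at least 50% and at least half of replicates individually reaching 50%; inconclusive = only one of the two criteria met; inactive = neither criterion met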;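 note: exported cargo escapes ClpAP degradation while cytoplasmic cargo is degraded and loses fluorescence; 0% = median of neutral control wells and 100% = median of NaSCN control wells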
# CAL PDZ FP-2 = CAL PDZ (human) peptide binding inhibition; Q9HD26; purified CAL PDZ, TMR-peptide fluorescence polarization, 1 h; inhibition, % at 24.9 µM; 300,000 tested, 0.92% active; AID 602252;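 active = mean inhibition of at least 30% with at least half of replicates also reaching 30%; inconclusive = no clear call, values can overlap the other calls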;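 note: 0% = DMSO neutral control and 100% = excess unlabeled competitor peptide PRC23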
# V-ATPase pHluor = regulators of yeast V-ATPase proton transport. S. cerevisiae, pHLuorin cytosolic pH fluorescence. AID 504577. response, % at 10 µM. 350,000 tested, 0.37% active; in the data active = response mostly above about 7.3%, no sharp cut-off; inactive = mostly below about 5.4%; note: actives read high; inactives centre near 0; some compounds called inactive have numbers as strong as hits
# CDK5 inh = CDK5/p35 (human) kinase inhibition | Q00535+Q15078 | Recombinant CDK5/p35, ADP-Glo luminescence, 60 min | 330,000 tested, 0.01% active | inhibition, % at 10 µM;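 active = highest replicate inhibition of at least 50% and at least 75% of replicates reaching 50%; inconclusive = only one of the two criteria met; inactive = both criteria failed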;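 note: plate controls were DMSO neutral control for no effect and GW8510 at 10 µM for full effect; many of its hits are not listed in these tables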
# Numbers without * were called inactive; ? = inconclusive; nt = not tested or not shown.
# The first 15 records, to show the layout:
1) O=C(NCN1CCN(c2ccccc2F)CC1)c1cccnc1
2) COc1ccccc1OP(=O)(O)Oc1ccccc1OC
3) Cc1cccc(C(=O)OCC(=O)Nc2ccc(N3CCCCC3)cc2)c1O
4) C/C(N)=C(/C#N)C(=O)CSc1nnc(-c2ccc3c(c2)OCO3)o1
5) CC(C)(C)NC(=O)C(c1ccc(F)cc1)N(CC1CCCO1)C(=O)CCC(=O)Nc1ccccn1 (stereo unspecified)
6) c1ccc2c3c([nH]c2c1)C(C1CCCCC1)N(Cc1ncc[nH]1)CC3 (stereo unspecified)
7) CC(C)c1nc2sc3c(=S)nc[nH]c3c2c2c1CCC2
8) COc1ccccc1CNS(=O)(=O)c1c(C)noc1C
9) CN1/C(=C/C2CC(=O)NC2=O)C(C)(C)c2ccccc21 (stereo unspecified)
10) Cc1ccc(Nc2nc(NCC3CCCO3)nc(N)c2[N+](=O)[O-])cc1 (stereo unspecified)

assay / compound,1,2,3,4,5,6,7,8,9,10
MITF TRPM1 HTS,-1,3,6,-23,-2,-4,8,2,-1,-13
Rtt109 HAT inh,1,4,-7,nt,-7,nt,5,-6,-11,-5
CAL PDZ FP-1,-0.6,0.1,-1.4,-3.1,-3.4,-2.5,-1.7,-1.4,-2.0,0.2
Wnt act,nt,0,-7,7,-1,3,-1,nt,nt,-3
RTF Ca sens act,9,4,-4,-4,-2,-1,5,2,0,-6
dFosB activator,4,-2,11,-13,-9,-9,-9,1,-13,-4
Tat transport,-6,-3,3,4,8,6,-5,1,-3,-12
CAL PDZ FP-2,nt,25,-4,0,-1,-2,-5,3,nt,-5
V-ATPase pHluor,2,0,0,3,-3,-3,-6,0,5,-9
CDK5 inh,0.4,2.7,0.0,-0.6,1.2,-0.9,-2.1,-1.7,1.3,0.9

11) O=C(Nc1ccc2c(c1)OCO2)c1cc(-c2cccnc2)nc2ccccc12
12) Cc1c(Cl)cccc1N(CC(=O)NC1CCCCC1)S(C)(=O)=O
13) COc1ccc(C(C)=O)cc1CN1CCCCC1
14) O=C(c1ccc([N+](=O)[O-])cc1)N1CCSC1c1ccc(Cl)cc1 (stereo unspecified)
15) O=C(O)CN1C(=O)/C(=C\c2cc(Br)ccc2OCc2ccc(Cl)cc2)SC1=S

assay / compound,11,12,13,14,15
MITF TRPM1 HTS,-2,0,-3,-11,3
Rtt109 HAT inh,-2,-4,5,-2,2
CAL PDZ FP-1,-0.4,-0.4,-0.3,-0.2,-2.6
Wnt act,0,nt,-2,-5,13
RTF Ca sens act,0,-3,6,-2,-6
dFosB activator,-12,2,-3,-8,-17
Tat transport,3,-3,-5,-3,18
CAL PDZ FP-2,40*,-4,-2,nt,-11
V-ATPase pHluor,-1,1,3,1,-1
CDK5 inh,-1.2,1.4,-0.6,-0.2,0.4

# All compounds of this part (from the top)
1) O=C(NCN1CCN(c2ccccc2F)CC1)c1cccnc1
2) COc1ccccc1OP(=O)(O)Oc1ccccc1OC
3) Cc1cccc(C(=O)OCC(=O)Nc2ccc(N3CCCCC3)cc2)c1O
4) C/C(N)=C(/C#N)C(=O)CSc1nnc(-c2ccc3c(c2)OCO3)o1
5) CC(C)(C)NC(=O)C(c1ccc(F)cc1)N(CC1CCCO1)C(=O)CCC(=O)Nc1ccccn1 (stereo unspecified)
6) c1ccc2c3c([nH]c2c1)C(C1CCCCC1)N(Cc1ncc[nH]1)CC3 (stereo unspecified)
7) CC(C)c1nc2sc3c(=S)nc[nH]c3c2c2c1CCC2
8) COc1ccccc1CNS(=O)(=O)c1c(C)noc1C

assay / compound,1,2,3,4,5,6,7,8
MITF TRPM1 HTS,-1,3,6,-23,-2,-4,8,2
Rtt109 HAT inh,1,4,-7,nt,-7,nt,5,-6
CAL PDZ FP-1,-0.6,0.1,-1.4,-3.1,-3.4,-2.5,-1.7,-1.4
Wnt act,nt,0,-7,7,-1,3,-1,nt
RTF Ca sens act,9,4,-4,-4,-2,-1,5,2
dFosB activator,4,-2,11,-13,-9,-9,-9,1
Tat transport,-6,-3,3,4,8,6,-5,1
CAL PDZ FP-2,nt,25,-4,0,-1,-2,-5,3
V-ATPase pHluor,2,0,0,3,-3,-3,-6,0
CDK5 inh,0.4,2.7,0.0,-0.6,1.2,-0.9,-2.1,-1.7

9) CN1/C(=C/C2CC(=O)NC2=O)C(C)(C)c2ccccc21 (stereo unspecified)
10) Cc1ccc(Nc2nc(NCC3CCCO3)nc(N)c2[N+](=O)[O-])cc1 (stereo unspecified)
11) O=C(Nc1ccc2c(c1)OCO2)c1cc(-c2cccnc2)nc2ccccc12
12) Cc1c(Cl)cccc1N(CC(=O)NC1CCCCC1)S(C)(=O)=O
13) COc1ccc(C(C)=O)cc1CN1CCCCC1
14) O=C(c1ccc([N+](=O)[O-])cc1)N1CCSC1c1ccc(Cl)cc1 (stereo unspecified)
15) O=C(O)CN1C(=O)/C(=C\c2cc(Br)ccc2OCc2ccc(Cl)cc2)SC1=S
16) Cc1ccc(NC(=O)c2ccc(C)c(NC3=NC4CS(=O)(=O)CC4S3)c2)cc1C (stereo unspecified)

assay / compound,9,10,11,12,13,14,15,16
MITF TRPM1 HTS,-1,-13,-2,0,-3,-11,3,nt
Rtt109 HAT inh,-11,-5,-2,-4,5,-2,2,-5
CAL PDZ FP-1,-2.0,0.2,-0.4,-0.4,-0.3,-0.2,-2.6,-2.5
Wnt act,nt,-3,0,nt,-2,-5,13,-4
RTF Ca sens act,0,-6,0,-3,6,-2,-6,0
dFosB activator,-13,-4,-12,2,-3,-8,-17,-4
Tat transport,-3,-12,3,-3,-5,-3,18,10
CAL PDZ FP-2,nt,-5,40*,-4,-2,nt,-11,-6
V-ATPase pHluor,5,-9,-1,1,3,1,-1,2
CDK5 inh,1.3,0.9,-1.2,1.4,-0.6,-0.2,0.4,-0.1

17) CC(C)(C)NC(=O)CC(c1ccccc1)c1ccccc1O (stereo unspecified)
18) O=C1CSC(c2cccc([N+](=O)[O-])c2)N1CCc1ccccc1 (stereo unspecified)
19) Cn1c(=O)n(Cc2ccc(Br)cc2)c2ccccc21
20) CCCS(=O)(=O)N1CCC(C(=O)NCCCN(CC)c2cccc(C)c2)CC1
21) CCC(C(=O)NCc1ccc(OC)cc1)n1nc(C)n2c(cc3occc32)c1=O (stereo unspecified)
22) CCCNC(=O)COc1ccc(S(=O)(=O)Nc2ccc(C)cc2)cc1
23) CC(C)c1ccc(-c2noc(C3CCCN(C(=O)c4ccc(F)cc4F)C3)n2)cc1 (stereo unspecified)
24) Cc1ccccc1OCC(O)CN(Cc1ccccc1O)C1CCCCC1 (stereo unspecified)

assay / compound,17,18,19,20,21,22,23,24
MITF TRPM1 HTS,6,4,-8,4,1,-10,-8,1
Rtt109 HAT inh,-5,0,13,-19,10,-4,0,-5
CAL PDZ FP-1,-2.6,0.4,-3.6,-2.1,-0.5,0.9,-1.7,-2.5
Wnt act,-7,0,0,nt,3,-2,nt,-2
RTF Ca sens act,7,1,0,2,-3,-1,1,6
dFosB activator,-7,0,-17,-7,-4,-3,-7,-10
Tat transport,7,3,3,-2,-8,4,22,7
CAL PDZ FP-2,nt,nt,2,4,-4,-2,-2,1
V-ATPase pHluor,-2,1,-1,-1,-2,1,-1,6
CDK5 inh,0.8,-1.1,-0.7,-0.3,1.2,-1.1,1.6,1.8

# Looked up above:
# Entry for O=C(Nc1ccc2c(c1)OCO2)c1cc(-c2cccnc2)nc2ccccc12 under MITF TRPM1 HTS: -2
# Entry for COc1ccc(C(C)=O)cc1CN1CCCCC1 under V-ATPase pHluor: 3

# Additional results follow.
25) O=C(c1cc(COc2ccc(F)cc2Cl)on1)N1CCCCCCC1
26) Cc1ccc2[nH]c(CCN(C)C)c(CN3CCOCC3)c2c1
27) O=C(NCCCn1ccnc1)c1ccc(Cl)c(S(=O)(=O)N2CCOCC2)c1
28) O=C(c1ccc(N2CCN(C(=O)c3cccc(F)c3)CC2)cc1)c1cccc(F)c1
29) NC1=NS(=O)(=O)NC1c1cccc(F)c1 (stereo unspecified)
30) Cc1ccc(C(=O)Nc2cccc(-c3cn4ccccc4n3)c2)cc1
31) O=C(Nc1ccc2c(c1)OCCO2)C1CCCN(S(=O)(=O)c2cccs2)C1 (stereo unspecified)
32) CCOC(=O)Cc1nnc(NC(=O)c2ncn[nH]2)s1

assay / compound,25,26,27,28,29,30,31,32
MITF TRPM1 HTS,30,14,-2,-13,-15,20,-8,0
Rtt109 HAT inh,-2,7,?,3,-3,13,4,8
CAL PDZ FP-1,-2.4,0.5,-2.8,-2.9,-0.5,-0.4,-0.2,-0.3
Wnt act,5,-4,-1,-4,1,-2,nt,nt
RTF Ca sens act,4,-2,-1,2,3,2,0,2
dFosB activator,-8,-9,-3,-10,5,-11,-16,0
Tat transport,6,5,-1,16,-5,-4,-7,-1
CAL PDZ FP-2,1,19,1,-3,4,0,nt,-3
V-ATPase pHluor,-1,2,8,3,-3,6,-1,1
CDK5 inh,nt,-0.1,0.5,-3.8,0.6,-0.2,-1.2,0.3

33) O=C1OCCN1C(=O)[C@H]1[C@H](c2ccc([N+](=O)[O-])cc2)C(c2cccc(Cl)c2)=NN1c1ccccc1
34) Cc1cccc(NC(=O)c2cc(=O)c3ccccc3o2)c1
35) Cc1cc(N/N=C/c2cccc(Cl)c2)nc(NCc2ccccc2)n1
36) CCCn1c(N)c(N(CCOC)C(=O)c2cc(C)cc(C)c2)c(=O)[nH]c1=O
37) CCCCN(C(=O)c1ccc2c(c1)OCO2)c1c(N)n(CCCC)c(=O)[nH]c1=O
38) COc1ccccc1N1CCN(C(=O)c2ccc(Cn3c(=O)[nH]c4ccsc4c3=O)cc2)CC1
39) COc1ccc(NC(=O)C2CCCN(c3cnccn3)C2)cc1 (stereo unspecified)
40) CC(Oc1ccc(Cl)cc1Cl)C(=O)NC1=NN(c2ccccc2)C(=O)C1 (stereo unspecified)
41) O=S(=O)(Nc1ccc(Cl)cn1)c1ccccc1

assay / compound,33,34,35,36,37,38,39,40,41
MITF TRPM1 HTS,11,34,34,11,4,-7,18,8,-1
Rtt109 HAT inh,-5,-3,3,-2,-11,nt,3,0,0
CAL PDZ FP-1,-1.1,-0.8,-1.7,-0.7,-1.7,-0.3,-2.4,-1.0,-0.3
Wnt act,-6,4,6,1,nt,-3,5,-3,0
RTF Ca sens act,0,1,3,-5,14,16,2,-4,11
dFosB activator,-8,-5,41*,-3,-1,-8,-9,-11,-1
Tat transport,-6,4,1,-10,-2,26,-4,4,4
CAL PDZ FP-2,-1,-3,-4,-2,-2,-6,-4,-1,-5
V-ATPase pHluor,4,3,0,0,-3,-7,7,-3,-2
CDK5 inh,-1.6,0.0,-0.1,0.3,1.1,-0.7,1.3,-1.4,-0.2
